# Compound activity deposited in PubChem BioAssay by National Center for Advancing Translational Sciences (NCATS).
# POLI inh: blocks human DNA polymerase iota activity | hit rate 1% among 390,000 | Q9UNA4 | Pol iota fluorescent replication assay, 10 min | Potency, µM (doses to about 115 µM), without a hit: at the highest dose activity, negative = inhibition, most hits filed as inhibitors
#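 Fluorescent replication assay read twice, at 0 min and 10 min after adding 50 nM (final) substrate. Enzyme (10 nM) and compounds were first incubated 15 min at room temperature; enzyme-free buffer wells were negative controls.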
# BLM inh: Bloom syndrome helicase (human) inhibition; recombinant BLM DNA unwinding, fluorescence dequenching; Potency, µM (series often up to 56.1 µM), for the others: at the highest dose activity change, negative = inhibition, most hits filed as inhibitors; hit rate 0.2% among 350,000; AID 2528; P54132;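 note: plate controls were vehicle for no effect and no enzyme for full effect; nearly all actives have a fitted effect of over 35% in size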
# POLK inh: DNA polymerase kappa (human) inhibition | purified Pol kappa, fluorescent DNA synthesis assay, 10 min | hit rate 0.53% among 400,000 | Q9UBT6 | Potency, µM (titrated, usually from 107 µM), for inactives: at the highest dose activity, negative = inhibition, usual class: inhibitors; note: % is set by controls: 0 for no effect and ±100 for the full control effect
#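 Fluorescent qHTS in 1536-well format: enzyme (10 nM) and compound sat 15 min at room temperature before 50 nM substrate (final) was added. Signal taken at 0 and 10 min; no-enzyme buffer wells were negative controls.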
# JMJD2A Tudor inh: blocks the human JMJD2A Tudor domain | hit rate 4.4% among 390,000 | AID 504339 | AlphaScreen JMJD2A-Tudor / H3K4me3 peptide binding | Potency, µM (series often up to 114 µM), for inactives: at the highest dose activity change, negative = inhibition, usual class: inhibitors; note: % is set by controls: 0 for no effect and ±100 for the full control effect; nearly all actives have a fitted effect of over 50% in size
# G9a block: G9a (human) methyltransferase inhibition; Q96KQ7; G9a H3K9 monomethylation, AlphaScreen, 2 h; Potency, µM (top dose mostly 102 µM), without a hit: top-dose activity, negative = inhibition, usual class: inhibitors; hit rate 8.8% among 350,000; note: % is set by controls: 0 for no effect and ±100 for the full control effect; nearly all actives have a fitted effect of over 75% in size
#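 Step 1: enzyme (final 20 nM) with compound, 15 min RT. Step 2: substrate peptide 500 nM and SAM 20 uM, 2 h RT. Step 3: anti-H3K9me1 antibody and AlphaScreen beads, 10 min, then plate read.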
# APE1 inh: inhibitors of human APE1 endonuclease; recombinant APE1, TAMRA/BHQ-2 abasic DNA cleavage fluorescence; AID 2517; Potency, µM (highest dose often 65.8 µM), for inactives: top-dose activity change, negative = inhibition, usual class: inhibitors; P27695; hit rate 0.35% among 350,000;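 note: plate controls were vehicle for no effect and reference inhibitor for full effect; nearly all actives have a fitted effect of over 55% in size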
# Target sequence (P27695 whole entry, looked up): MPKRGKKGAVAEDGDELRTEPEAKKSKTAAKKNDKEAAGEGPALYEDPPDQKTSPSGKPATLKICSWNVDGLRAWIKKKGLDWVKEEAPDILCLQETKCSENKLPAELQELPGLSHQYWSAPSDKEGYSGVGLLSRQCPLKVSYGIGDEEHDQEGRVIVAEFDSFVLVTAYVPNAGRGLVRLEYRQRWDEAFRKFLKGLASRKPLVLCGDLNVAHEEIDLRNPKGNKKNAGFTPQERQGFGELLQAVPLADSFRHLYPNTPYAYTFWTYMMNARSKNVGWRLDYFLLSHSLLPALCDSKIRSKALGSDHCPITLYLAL
#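 Endonuclease cleavage of a quenched abasic-site DNA duplex (50 nM) by APE1 (0.75 nM) was tracked by TAMRA dequenching. Compounds were preincubated with enzyme 15 min at room temperature; data normalized to buffer-only and DMSO wells plus NSC13755 control.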
# Pol eta inh: blocks human DNA polymerase eta activity. Q9Y253. recombinant Pol eta, fluorescent DNA replication assay. Potency, µM (doses to about 114 µM), for the others: at the highest dose activity change, negative = inhibition, actives largely listed as inhibitors. hit rate 1.2% among 390,000. AID 588591; note: % is set by controls: 0 for no effect and ±100 for the full control effect
# Target sequence (Q9Y253 whole entry, looked up): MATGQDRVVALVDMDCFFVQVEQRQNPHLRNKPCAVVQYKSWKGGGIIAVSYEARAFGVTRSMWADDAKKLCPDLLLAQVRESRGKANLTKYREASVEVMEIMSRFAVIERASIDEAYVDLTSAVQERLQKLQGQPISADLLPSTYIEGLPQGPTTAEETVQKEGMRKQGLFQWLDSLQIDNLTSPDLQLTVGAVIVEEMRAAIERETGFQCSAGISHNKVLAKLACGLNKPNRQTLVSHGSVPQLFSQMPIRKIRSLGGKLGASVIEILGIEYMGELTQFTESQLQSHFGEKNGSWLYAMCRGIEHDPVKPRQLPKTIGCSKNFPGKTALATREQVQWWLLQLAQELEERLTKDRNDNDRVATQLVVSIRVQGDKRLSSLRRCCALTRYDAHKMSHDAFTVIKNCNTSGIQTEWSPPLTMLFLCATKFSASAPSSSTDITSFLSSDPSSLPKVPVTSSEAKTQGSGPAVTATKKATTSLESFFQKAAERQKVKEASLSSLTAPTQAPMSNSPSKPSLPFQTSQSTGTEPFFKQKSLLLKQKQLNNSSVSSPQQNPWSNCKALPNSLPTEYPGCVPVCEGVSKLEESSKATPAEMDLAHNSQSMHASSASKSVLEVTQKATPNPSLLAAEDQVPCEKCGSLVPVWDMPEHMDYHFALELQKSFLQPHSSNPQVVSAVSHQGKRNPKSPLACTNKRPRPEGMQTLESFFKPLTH
#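 Fluorescent replication assay: 50 nM final substrate added after a 15 min room-temperature compound preincubation with 10 nM enzyme. Signal taken at 0 min and again at 10 min.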
# BAZ2B inh: inhibitors of human BAZ2B bromodomain; hit rate 4.4% among 360,000; Potency, µM (highest dose often 114 µM), for the others: at the top dose activity change, negative = inhibition, most hits filed as inhibitors; AlphaScreen BAZ2B-H3K14Ac peptide displacement; Q9UIF8; AID 504333; note: % is set by controls: 0 for no effect and ±100 for the full control effect; nearly all actives have a fitted effect of over 60% in size
#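 Multi-concentration screen (max 110 uM) measuring displacement of acetylated histone H3 peptide from BAZ2B by AlphaScreen, using 50 nM protein, 50 nM peptide and 10 ug/mL streptavidin donor plus Ni-chelate acceptor beads.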
# Pol beta inh: blocks human DNA polymerase beta activity | P06746 | Pol beta primer extension/strand displacement, fluorescence kinetic | Potency, µM (titrated, usually from 114 µM), for the others: top-dose activity change, negative = inhibition, hits mostly inhibitors | hit rate 1.3% among 340,000 | AID 485314; note: % is set by controls: 0 for no effect and ±100 for the full control effect
#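 Enzyme-only controls used 10 nM Pol beta; buffer lacking enzyme served as negative control. Compound preincubated 15 min, then 50 nM substrate added; 0 and 10 min reads at room temperature.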
# Numbers without * were called inactive; ? = inconclusive; . = not tested or not shown; & = joins results of further samples; [ ] = remark or other dose. Calls come from the whole dose curve; as a rule, active = well fitted curve in the direction sought with a large enough effect; inconclusive = small, poorly fitted or top-dose-only effect, or another doubt; inactive = no such curve, though single readings can be large; an effect the other way counts as inactive or inconclusive. Potency is the fitted concentration of half-maximal effect. This is a subset; count on the stated rates, not on these rows.
SMILES | POLI inh | BLM inh | POLK inh | JMJD2A Tudor inh | G9a block | APE1 inh | Pol eta inh | BAZ2B inh | Pol beta inh
O=C(NCCN1CCOCC1)C(=O)NCC1OCCN1C(=O)c1ccc(Cl)cc1 (configuration not stated) | -18% | -3% | 0% | 4% | ? | -1% | -5% | -14% | 2%
CC1CCCC(NC(=O)COC(=O)/C=C/c2ccco2)C1C (configuration not stated) | 71µM* | . | -26% | -35% | -4%[12.7 µM] | ? | -3% | -11% | .
C#CCOCCOCCOCCNc1nc(N2CCN(C(=O)[C@H](CCC(=O)O)n3cc(C(N)Cc4ccc(O)cc4)nn3)CC2)nc(N2CCN(C(=O)[C@H](Cc3cc4ccccc4[nH]3)n3cc(C(N)CC(C)C)nn3)CC2)n1 (some centres not stated) | . | 5% | . | . | 5%[12.7 µM] | 1% | . | 79µM* | -6%
O=C(Nc1ccc(S(=O)(=O)N2CCCCC2)cc1)c1ccco1 | 33%[activator] | -3% | -8% | -15% | 15% | 1% | -2% | -7% | 18%
COc1ccc(/C=N/NC(=O)c2ccc(Br)o2)cc1Cn1cc([N+](=O)[O-])cn1 | 27% | 6% | -2% | -6% | -32%[59 µM] | 8% | -3% | -27% | -21%
CCn1cc(Br)c(C(=O)N(C)Cc2ccccc2)n1 | 14% | 0% | -6% | -11% | 6%[59 µM] | -2% | -3% | 4% | 12%
CCCCSc1nc(C)cc(C)c1S(=O)(=O)c1ccccc1C | -18% | -6% | -7% | 78%[activator] | 229%[activator][59 µM] | -7% | -14% | 71%[activator] | 26%
COc1cccc(CNC(=O)C2CCN(c3nn4c(=O)cc(C)nc4s3)CC2)c1 | 50%&-6%[activator] | -1%&-5% | -5%&0% | -33%&-8% | 26% | 76%[activator] | -7%&-2% | 9%&0% | 8%&28%
COc1ccccc1CCC(=O)Nc1nccs1 | 43%[activator] | -1% | -2% | -21% | -1% | -1% | -7% | 1% | 51%
Cc1ccc(S(=O)(=O)NCCCNS(=O)(=O)c2ccccc2[N+](=O)[O-])cc1 | -15% | -9% | -11% | -6% | 2% | 26% | -2% | -28% | -27%
CCOC(=O)c1c(C(C#N)C#N)cc(C)nc1C | 9% | -3% | -9% | -5% | ? | -3% | 6% | 4% | ?
O=C(NCCc1csc(-c2ccc(C(F)(F)F)cc2)n1)C(=O)Nc1cc(F)ccc1F | 38%[activator] | 0% | -6%[60.1 µM] | -4% | 0%[59 µM] | . | -15% | 5% | 1%
COc1ccc2c(C(=O)c3ccc(Cl)cc3)n(CCCC(N)=O)[n+]([O-])c2c1 | ? | . | 0% | -21% | 22%[2.33 µM] | 2% | -6% | 14% | .
CN(C1CCCCC1)C(CNS(=O)(=O)c1ccccc1)c1ccccc1 (configuration not stated) | 29% | -3% | -1% | -12% | 0%[59 µM] | 65%[activator] | -17% | -18% | -21%
Cc1[nH]c2ccc(Br)cc2c(=O)c1CN1CCCCC1 | 19% | -7% | -10% | 1% | -21% | -5% | -6% | -4% | 33%
CCn1cc(C(=O)NCc2ccccc2Cl)c(=O)c2cc(S(=O)(=O)N3CCCCC3)ccc21 | -20% | 0% | 5% | -14% | -7%[59 µM] | . | -8% | . | 24%
Cc1nc(CN(C)C(=O)c2cc(COc3ccc4ncccc4c3)on2)cs1 | -17% | 0% | 3% | -13% | ? | -1% | -15% | -18% | -7%
CN(C(=O)COC(=O)CSCc1cccc(Cl)c1)c1c(N)n(Cc2ccccc2)c(=O)[nH]c1=O | -6% | . | -1% | -11% | -33%[12.7 µM] | 42%[activator] | 3% | 2% | .
COc1cc(C(=O)NCc2ccc(-c3nc4ccccc4o3)cc2)cc(OC)c1OC | 1% | 3% | -18% | -21% | 18%[59 µM] | 0% | -18% | 6% | 25%
Cc1nnc2ccc(-c3ccc(NS(=O)(=O)c4ccc(Cl)s4)cc3)nn12 | -9% | . | -18% | -23% | -91%[12.7 µM] | 19% | ? | -4% | .
O=C(CCC(=O)N/N=C/c1ccc(Br)s1)NCc1ccccc1 | 10% | -4% | 1% | 1% | 6%[59 µM] | 1% | -4% | 5% | 3%
O=C(COC(=O)C(Cc1ccccc1)NC(=O)c1ccccc1)c1ccccc1 (configuration not stated) | 14% | 0% | -5% | -4% | -7%[59 µM] | -3% | 6% | 11% | 17%
CC(C)CC(C(=O)NCC1CCCO1)N(C(=O)Cn1nnc(-c2ccc(F)cc2)n1)c1ccccc1F (configuration not stated) | 12% | -3% | -5% | -13% | 33%[59 µM] | -5% | -7% | -2% | 43%[activator]
O=c1[nH]c(=O)n([C@H]2C[C@H](O)[C@@H](CO)O2)cc1F | -11% | 4%&3%&0%&-7% | -5% | 0% | -5%&24%[59 µM] | ? | -4% | -19% | 16%
NC(=O)c1ccc(SCC(=O)OCC(=O)NC2CCCCCCC2)c([N+](=O)[O-])c1 | 37% | . | -9% | ? | ? | 23% | -15% | -23% | .
Cc1ccc2oc(-c3cccc(NC(=O)/C=C/c4cccc([N+](=O)[O-])c4)c3C)nc2c1 | 17% | -7% | -6% | -15% | -9% | 14% | -5% | -1% | 26%
COc1ccccc1C1/C(=C(/O)c2cnn(-c3ccccc3)c2C)C(=O)C(=O)N1CCN(C)C (configuration not stated) | 16% | . | 13% | 11% | . | . | -3% | . | .
Cc1ccccc1S(=O)(=O)/N=C(/Nc1nc2ccccc2s1)c1ccccc1 | -12% | . | -13% | -4% | . | -4% | -3% | . | .
CC(C)N1CCC(=NNc2ccc([N+](=O)[O-])cc2S(=O)(=O)N2CCOCC2)CC1 | 86%[activator] | -1% | -3% | ? | 16µM* | -3% | -2% | ? | 36%
CC(=O)c1cccc(NC(=O)N2CCCC2C(=O)NCc2ccc(F)cc2)c1 (configuration not stated) | 6% | -2% | 5% | 6% | 12% | 5% | -20% | 3% | 4%
CCOc1cc(-c2nnc(SCC(=O)NCCCOC)nc2-c2ccc(OC)c(OCC)c2)ccc1OC | 15% | -8% | -9%[60.1 µM] | -9% | ? | . | -13% | ? | 37%
Cc1ccc(NC(=O)/C(=C/c2cccc(Br)c2)NC(=O)c2ccco2)cc1 | 24% | 0% | -17% | 2% | 16%[59 µM] | 1% | -17% | 2% | -26%
CCOC(=O)N1CCN(C(=O)CCc2ccc(S(=O)(=O)NC(C)C)cc2)CC1 | 35%[activator] | 0% | 0% | -7% | . | 5% | -18% | -11% | 12%
Cn1cccc1C1(C(F)(F)F)NCCNC1=O (configuration not stated) | 12% | 0% | -8% | 33% | 3%[59 µM] | -1% | 10% | 9% | 18%
COc1cccc(CNC(=O)CCCn2nc(C)c3c(C)n(-c4ccc(C)cc4)nc3c2=O)c1OC | -6%&14% | -1%&1% | -1%&10% | -3%&6% | 4% | 23% | -3%&-16% | -24%&-17% | 23%&1%
O=C(N/C(=C/c1ccc(Br)cc1)C(=O)N1CCCCC1)c1ccccc1F | -11% | -2% | -15% | 0% | . | 16% | -15% | -4% | 6%

# Rewritten as labelled records: four of the compounds above.
COc1cccc(CNC(=O)CCCn2nc(C)c3c(C)n(-c4ccc(C)cc4)nc3c2=O)c1OC
  POLI inh: -6%&14%	BLM inh: -1%&1%	POLK inh: -1%&10%	JMJD2A Tudor inh: -3%&6%	G9a block: 4%	APE1 inh: 23%	Pol eta inh: -3%&-16%	BAZ2B inh: -24%&-17%	Pol beta inh: 23%&1%

O=C(N/C(=C/c1ccc(Br)cc1)C(=O)N1CCCCC1)c1ccccc1F
  POLI inh: -11%	BLM inh: -2%	POLK inh: -15%	JMJD2A Tudor inh: 0%	G9a block: .	APE1 inh: 16%	Pol eta inh: -15%	BAZ2B inh: -4%	Pol beta inh: 6%

COc1ccccc1C1/C(=C(/O)c2cnn(-c3ccccc3)c2C)C(=O)C(=O)N1CCN(C)C (configuration not stated)
  POLI inh: 16%	BLM inh: .	POLK inh: 13%	JMJD2A Tudor inh: 11%	G9a block: .	APE1 inh: .	Pol eta inh: -3%	BAZ2B inh: .	Pol beta inh: .

Cc1ccccc1S(=O)(=O)/N=C(/Nc1nc2ccccc2s1)c1ccccc1
  POLI inh: -12%	BLM inh: .	POLK inh: -13%	JMJD2A Tudor inh: -4%	G9a block: .	APE1 inh: -4%	Pol eta inh: -3%	BAZ2B inh: .	Pol beta inh: .

# Random excerpt: 2 entries already listed
SMILES | POLI inh | BLM inh | POLK inh | JMJD2A Tudor inh | G9a block | APE1 inh | Pol eta inh | BAZ2B inh | Pol beta inh
CC(C)N1CCC(=NNc2ccc([N+](=O)[O-])cc2S(=O)(=O)N2CCOCC2)CC1 | 86%[activator] | -1% | -3% | ? | 16µM* | -3% | -2% | ? | 36%
Cc1ccccc1S(=O)(=O)/N=C(/Nc1nc2ccccc2s1)c1ccccc1 | -12% | . | -13% | -4% | . | -4% | -3% | . | .

# Gathered by group, the entries above containing a CF3 group (two)
SMILES | POLI inh | BLM inh | POLK inh | JMJD2A Tudor inh | G9a block | APE1 inh | Pol eta inh | BAZ2B inh | Pol beta inh
O=C(NCCc1csc(-c2ccc(C(F)(F)F)cc2)n1)C(=O)Nc1cc(F)ccc1F | 38%[activator] | 0% | -6%[60.1 µM] | -4% | 0%[59 µM] | . | -15% | 5% | 1%
Cn1cccc1C1(C(F)(F)F)NCCNC1=O (configuration not stated) | 12% | 0% | -8% | 33% | 3%[59 µM] | -1% | 10% | 9% | 18%

# Continued:
# Each structure is followed by: POLI inh, BLM inh, POLK inh, JMJD2A Tudor inh, G9a block, APE1 inh, Pol eta inh, BAZ2B inh, Pol beta inh
> O=C(O)c1ccccc1NCc1ccncc1
→ -11%, -2%, 7%, -5%, 40µM*, 2%, -5%, -39%, 31%
> CN(C)N1C(=O)C2C3C=CC(O3)C2C1=O (configuration not stated)
→ 22%, ., 2%, -4%, ., ., -4%, ., .
> COc1ccc(Br)c(C(=O)Nc2nc3ccccc3[nH]2)c1
→ 18%, -8%, -19%, -25%, -25%, 3%, -2%, -33%, 35%
> COC(=O)CCCC(=O)NC1CCCN(C2Cc3ccccc3C2)C1 (configuration not stated)
→ -3%, -5%, 3%, 5%, ., -8%, -6%, 9%, 37%
> COc1ccc(C(=O)/C=C/Nc2ccc([N+](=O)[O-])cc2C)cc1OC
→ -5%, -3%, -3%, 1%, -9%[59 µM], -3%, -15%, -2%, -28%
